CAL PDZ FP-1: CAL PDZ peptide-binding inhibitors, primary screen, biochemical, fluorescence polarization, Cer-tagged CAL PDZ, HTS. Golgi-associated PDZ and coiled-coil motif-containing protein (Homo sapiens), Q9HD26. purified CAL PDZ, TMR-peptide fluorescence polarization, 1 h. inhibition, % at 20 µM. hit rate 0.02% among 330,000. AID 504414, 2011;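 active = highest replicate inhibition of at least 40%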;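 note: plate controls were DMSO neutral control wells for no effect and unlabeled competitor peptide control wells for full effect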
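System: tagged CAL PDZ domain. Schedule: 1 h room-temperature incubation prior to read. Signal: fluorescence polarization (mP). Measure: percent inhibition from loss of millipolarization.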
SR-BI DiI inh: inhibitors of SR-BI mediated HDL lipid uptake, primary screen, ldlA[mSR-BI] cells, fluorescence, single point; Scavenger receptor class B member 1 (Mus musculus), Q61009; ldlA[mSR-BI] CHO cells, DiI-HDL uptake fluorescence, 3 h; inhibition, % at 12.5 µM; hit rate 0.96% among 320,000;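 active = mean replicate inhibition of at least 70% and a set share of replicates each scoring 70 or more; inconclusive = meets just one of the two criteria; inactive = fails both criteria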;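 note: 0% = median of neutral control wells and 100% = median of positive control wells; values of inactives mirror those of a sister screen read the other way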
Target sequence (Q61009 whole entry, looked up): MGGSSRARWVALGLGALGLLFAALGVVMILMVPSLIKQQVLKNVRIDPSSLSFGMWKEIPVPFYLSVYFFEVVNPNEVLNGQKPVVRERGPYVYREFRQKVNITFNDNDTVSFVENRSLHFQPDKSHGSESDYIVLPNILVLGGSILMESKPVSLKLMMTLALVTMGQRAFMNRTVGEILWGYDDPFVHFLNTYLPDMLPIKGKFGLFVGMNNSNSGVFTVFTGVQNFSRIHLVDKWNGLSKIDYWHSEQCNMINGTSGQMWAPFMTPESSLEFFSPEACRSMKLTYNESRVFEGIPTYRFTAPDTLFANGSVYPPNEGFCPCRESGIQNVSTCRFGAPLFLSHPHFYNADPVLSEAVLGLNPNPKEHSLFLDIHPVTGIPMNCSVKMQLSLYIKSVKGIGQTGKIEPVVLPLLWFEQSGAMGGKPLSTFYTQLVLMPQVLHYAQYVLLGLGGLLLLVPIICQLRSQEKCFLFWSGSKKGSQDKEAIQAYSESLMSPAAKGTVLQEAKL
dFosB act: activators of delta FosB homodimer, primary screen, biochemical, fluorescence polarization, TAMRA-CDK5 oligo, single point. purified delta FosB; percent of positive-control signal above neutral wells. activation, % at 25 µM. hit rate 0.99% among 340,000. AID 493131, 2011;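 active = mean activation above about 17%, with every replicate also reaching it, limit read from the data, passing the limit was not always enough; inconclusive = only one of the two conditions met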;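 note: fluorescence polarization rise as delta FosB binds a TAMRA Cdk5 AP-1 oligo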
Target sequence (P13346 whole entry, looked up): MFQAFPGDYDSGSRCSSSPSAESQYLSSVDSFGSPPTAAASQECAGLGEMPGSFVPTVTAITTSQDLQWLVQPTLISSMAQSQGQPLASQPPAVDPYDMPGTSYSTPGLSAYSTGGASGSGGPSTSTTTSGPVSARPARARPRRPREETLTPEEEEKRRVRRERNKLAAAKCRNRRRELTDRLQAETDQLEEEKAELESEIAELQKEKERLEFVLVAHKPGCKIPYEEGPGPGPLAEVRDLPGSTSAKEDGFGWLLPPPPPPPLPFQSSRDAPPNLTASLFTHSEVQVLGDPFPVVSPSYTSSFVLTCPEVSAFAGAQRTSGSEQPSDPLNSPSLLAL
PfHsp90 set2: growth inhibition of PfHsp90-expressing yeast, primary screen, antimalarial PfHsp90 inhibitor project, S. cerevisiae, BacTiter-Glo luminescence, single point, set 2; AID 504621, 2011; inhibition, % at 9.4 µM; BacTiter-Glo ATP, 48 h; yeast lacking PDR1 and PDR3 efflux regulators; hit rate 0.32% among 310,000;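 active = every replicate shows inhibition above about 80%, whatever the replicate mean, limit read from the data; inconclusive = mean inhibition reaches the set limit but some replicate falls short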;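 note: 0% = DMSO neutral controls and 100% = 20 µM radicicol positive controls; yeast relying on Plasmodium falciparum Hsp90 in place of its own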
CAL PDZ FP-2: untagged CAL PDZ binding inhibitors, primary screen, biochemical, fluorescence polarization, HTS; hit rate 0.92% among 300,000; AID 602252, 2012; inhibition, % at 24.9 µM; purified CAL PDZ, TMR-peptide fluorescence polarization, 1 h; Golgi-associated PDZ and coiled-coil motif-containing protein (Homo sapiens), Q9HD26;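 active = mean inhibition of at least 30% with at least half of replicates also reaching 30%; inconclusive = no clear call, values can overlap the other calls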;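 note: 0% = DMSO neutral control and 100% = excess unlabeled competitor peptide PRC23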
SR-BI uptake up: activators of SR-BI mediated DiI-HDL uptake, primary screen, ldlA[mSR-BI] CHO cells, DiI fluorescence. hit rate 0.096% among 320,000. 3 h; 100 = double the neutral-control signal. activation, % at 12.5 µM;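 active = mean replicate activation of at least 60% and every replicate at or above 60%; inconclusive = mean or all-replicate condition met, but not both; inactive = mean below 60% and not all replicates reaching 60%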;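 note: 0% = median plate neutral-control signal and 100% = twice that signal; values of inactives mirror those of a sister screen read the other way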
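Assay system: CHO ldlA[mSR-BI] cells, LDL receptor-null, SR-BI overexpressing; medium: Ham's F12 with 0.5% BSA, HEPES 25 mM, pH 7.4; also added: DiI-HDL 10 µg/mL; timing: 3 h uptake period with compound, 37 °C; signal: DiI fluorescence, bottom read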
NSD2 HMT inh: NSD2 histone methyltransferase inhibitors, primary screen, biochemical, AlphaScreen, single concentration, set 2; Histone-lysine N-methyltransferase NSD2 (Homo sapiens), O96028; hit rate 0.54% among 310,000; NSD2 peptide methylation, 120 min; inhibition, % at 12.5 µM; in the data active = inhibition above about 50%
Rtt109 HAT inh: inhibitors of C. albicans Rtt109/Vps75 HAT, primary screen, biochemical, ThioGlo CoA-SH fluorescence, plate reader. AID 540336, 2011. hit rate 0.16% among 330,000. purified Rtt109/Vps75, 4 h. Histone acetyltransferase RTT109 (Candida albicans (strain SC5314 / ATCC MYA-2876)), …. inhibition, % at 34.9 µM;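 active = inhibition of at least 50% in every replicate; inconclusive = best replicate reaches 50% inhibition but some replicates fall short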
MITF TRPM1 HTS: activators of MITF-driven TRPM1 promoter reporter, primary screen, cell-based, SK-MEL-5, luciferase, single point. SK-MEL-5 TRPM1-promoter luciferase, 24 h; % of positive control, neutral wells = 0. activation, % at 12.5 µM. hit rate 0.75% among 300,000;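 active = mean activation of at least 80% with every replicate also reaching 80%; inconclusive = mean reaches 80% but some replicate falls short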;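 note: 0% = neutral control wells and 100% = parthenolide positive control wells; values of inactives mirror those of a sister screen read the other way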
PvdQ inh: P. aeruginosa PvdQ acylase inhibitors, primary screen, biochemical, fluorescence, plate reader and imaging, single point; purified PvdQ acylase; hit rate 0.063% among 340,000; PvdQ acylase [Pseudomonas aeruginosa LESB58]; inhibition, % at 10 µM; in the data active = inhibition above about 30%, passing the limit was not always enough; inconclusive = no clear call, values can overlap the other calls;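 note: 0% = vehicle neutral wells and 100% = reference inhibitor wells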
An asterisk follows results filed as active; u = inconclusive; x = not tested or not shown.

SMILES	CAL PDZ FP-1	SR-BI DiI inh	dFosB act	PfHsp90 set2	CAL PDZ FP-2	SR-BI uptake up	NSD2 HMT inh	Rtt109 HAT inh	MITF TRPM1 HTS	PvdQ inh
COc1ccsc1C(=O)N1CCN(Cc2ccc3c(c2)OCO3)CC1	-1.1	-36.6	-0.8	-4.5	-0.7	36.6	1.7	7.5	4.4	11.1
CCOC(=O)c1c(-c2ccc(C)o2)csc1NC(=S)NC(=O)N(C)C	-1.1	-2.0	-14.3	-25.2	1.4	2.0	6.0	1.0	11.7	-14.2
Cc1c(C)c2ccc(OCC(=O)N3CCC(C(=O)O)CC3)cc2oc1=O	0.9	-7.4	-7.7	10.7	-2.2	7.4	x	-6.3	-2.5	2.1
Cc1ccc2[nH]c3c(N4CCN(Cc5ccccc5)CC4)ncnc3c2c1	-2.8	-6.3	-3.6	3.8	16.8	6.3	x	15.5	-29.4	-4.6
COc1ccc(CNC(=O)COC(=O)c2c(-c3c(F)cccc3Cl)noc2C)cc1OC	x	12.0	-7.6	x	-7.4	-12.0	-2.3	-0.3	-0.3	-9.5
CCCCN(Cc1ccccc1)c1ncnc2nc[nH]c12	1.1	74.3*	-13.8	5.9	x	-74.3	x	0.9	x	-10.7
CC(=O)Nc1ccc(NC(=O)C(C)Sc2nnc(C3CC3)n2-c2ccccc2)cc1 (stereo unspecified)	0.6	-7.2	-9.3	4.5	1.2	7.2	-1.8	2.7	-0.8	-15.5
COc1ccc(N2CCN(C(=O)CN3C(=O)NC4(CCCCC4C)C3=O)CC2)cc1 (stereo unspecified)	0.2	5.1	6.0	3.9	-2.1	-5.1	-1.8	-1.0	-3.5	4.2
Cc1ccccc1-n1c(SCC(=O)NCC2CCCO2)nc2c([nH]c3ccccc32)c1=O (stereo unspecified)	-1.2	-11.1	-14.8	-3.2	-28.1	11.1	1.1	8.4	-20.5	-0.4
O=C(Nc1nnc(S(=O)(=O)N2CCCCCC2)s1)c1ccccc1Cl	-0.6	-2.3	0.5	-11.2	x	2.3	x	4.5	-5.1	-6.6
O=C1c2ccccc2C(=O)C12OC2c1cccc2ccccc12 (stereo unspecified)	1.3	-0.5	-1.0	10.1	-4.9	0.5	101.4*	-3.3	-16.6	-3.2
CC(CCO)Nc1nc2c(c(=O)n(C)c(=O)n2C)n1Cc1cccc(Br)c1 (stereo unspecified)	-2.0	-21.8	-9.1	-0.4	0.4	21.8	-2.9	1.7	3.3	-10.4
C[C@H](NC(=O)c1[nH]cnc1C(=O)Nc1ccc(Cl)cc1)c1ccccc1	-0.3	-6.7	-1.8	x	1.9	6.7	x	7.5	-5.5	-2.3
CN1CCN(C(=S)Nc2cccc(S(=O)(=O)N(C)C)c2)CC1	-0.1	-15.4	-7.9	-28.4	-3.1	15.4	0.6	-4.7	4.7	-12.8
COc1ccc2c(c1)c(CC(=O)O)c(C)n2C(=O)c1ccc(Cl)cc1	-0.6	6.5	2.2	4.0	1.3	15.0	x	11.6	4.4	8.1
Cn1c(SCC(=O)N2CCCC2)nnc1-c1ccc2c(c1)OCO2	0.4	1.3	-5.3	26.1	-5.5	-1.3	-5.3	-4.9	0.0	-9.2
CC[C@H](C)NC(=O)CCCCCn1c(=S)[nH]c2c([nH]c3ccc(OC)cc32)c1=O	-2.2	-3.7	-10.2	-17.6	-0.5	3.7	2.1	-1.3	3.7	6.9
CCOC(=O)Cn1cc(C#N)c2cccc(CC)c21	-5.7	1.4	-0.3	-8.8	-2.5	-1.4	-1.4	-1.3	1.8	-10.0
Fc1ccccc1-n1c(-c2ccc3ccccc3n2)n[nH]c1=S	-3.5	35.0	-1.2	x	-1.1	-35.0	1.2	-5.4	-1.7	-11.3
COc1ccc(Nc2ncnc3sc(-c4ccccc4)cc23)c(OC)c1	-0.6	24.3	4.1	11.1	179.0*	-24.3	-4.0	-4.2	0.8	-19.0
COc1ccccc1N1CCN(C2CCCN(Cc3ccccc3OCCO)C2)CC1 (stereo unspecified)	-12.5	-9.7	0.5	27.1	-4.5	9.7	1.7	1.7	-0.5	-14.9
Cc1ccc(SC(C)C(=O)N2CCCC2)cc1 (stereo unspecified)	-2.9	17.2	1.8	15.8	-10.5	-17.3	0.5	-13.7	-3.9	-1.9
Cc1nnc(SCC(=O)Nc2sc3c(c2C(=O)c2ccccc2)CCCC3)s1	-0.7	-23.1	-4.2	4.5	-1.7	23.1	2.1	1.7	21.1	-1.4
CCCCN1C(=O)N(CCc2ccc(F)cc2)S(=O)(=O)c2cc(C(F)(F)F)ccc21	-0.5	51.1	-4.9	0.8	-6.6	-51.1	x	-0.9	10.4	-17.9
Cc1cc(NC(=O)c2cccc(C)c2[N+](=O)[O-])no1	x	2.8	5.6	4.7	-0.4	-2.8	5.7	4.1	14.7	8.8
CN(Cc1c(F)cccc1Cl)C(=O)CNC(=O)c1cccs1	-3.3	-7.5	2.4	32.4	-4.8	7.5	-1.0	22.4	54.5	-3.6
Cc1cccc(C)c1OCC(=O)N/N=C/c1ccc2c(c1)OCO2	1.6	9.0	-2.8	7.0	x	-9.0	-1.5	0.2	-12.0	-16.1
C=CCN(Cc1ccc(OC)c(OC)c1)C(=O)c1cc2cc(F)ccc2[nH]1	-0.8	8.9	1.4	-13.0	-2.2	-8.9	-1.5	0.3	0.1	8.0
O=C(COC(=O)c1ccco1)Nc1cc(S(=O)(=O)N2CCCCC2)ccc1Cl	-1.0	22.1	-7.0	-9.7	-4.0	-22.1	-0.2	-2.3	-0.3	-17.9
C[C@@H]1CN([C@@H](C)CO)C(=O)c2cc(NC(=O)C3CC3)ccc2O[C@@H]1CN(C)Cc1ccc(Cl)c(Cl)c1	-0.8	41.9	-18.4	-37.0	-3.3	-41.9	x	3.3	-0.8	-15.5
C/C(CC(=O)Nc1ccc(C)c(Cl)c1)=N\NC(=O)c1cccc(O)c1	-0.1	-105.5	-10.3	-4.3	21.0	u	3.4	1.2	3.5	-13.2
O=C(O)c1cc(-c2ccc(/C=C3\NC(=O)N(c4ccc(Cl)cc4)C3=O)o2)ccc1Cl	-4.1	1.7	-7.8	-9.6	1.1	-1.7	32.8	7.0	3.9	-1.4
CN(Cc1cn[nH]c1-c1ccc(-c2ccccc2)cc1)CC1CCOCC1	14.2	x	-0.4	-22.3	-5.7	x	x	1.5	58.7	-18.4
CCCCc1nnc(NC(=O)c2nc3nccc(C)n3n2)s1	-0.8	-0.3	-1.6	12.4	x	0.3	-2.2	0.7	-0.6	-4.5
O=C(NCc1ccc2c(c1)OCO2)C1CCCN1C(=O)Nc1ccc(F)cc1 (stereo unspecified)	x	5.9	-6.2	x	-0.7	-5.9	1.9	-3.5	x	-5.9
Cc1ccc(-n2c(C)nc3c(cnn3-c3ccc(F)cc3)c2=O)cc1	-2.9	22.0	4.5	-15.8	x	-22.0	-0.2	-6.5	-5.7	-16.3
CCN1CCN(C(=O)CN(C)S(=O)(=O)c2cc(C)ccc2OC)CC1	0.2	-28.4	0.3	35.0	2.4	28.4	-1.9	-1.1	12.1	0.0
CCOC(=O)c1[nH]c(C)c(C(=O)OCc2ccc(C)cc2)c1C	-1.3	0.0	-5.6	-25.7	-8.3	0.0	-0.8	3.3	10.9	-4.9
Cc1ccc(C)c(OCC(=O)Nc2ccc(S(=O)(=O)N3CCN(C)CC3)cc2)c1	0.0	-2.0	0.4	16.0	14.1	2.0	-0.2	-11.4	2.4	-7.6
Cc1ccc(C)c(NC(=O)CCC(=O)N/N=C/c2cc([N+](=O)[O-])ccc2O)c1	-1.6	3.3	-4.4	6.6	-3.1	-3.3	0.8	12.1	-10.9	13.5

A draw from above in order of formula weight, highest first:
SMILES	CAL PDZ FP-1	SR-BI DiI inh	dFosB act	PfHsp90 set2	CAL PDZ FP-2	SR-BI uptake up	NSD2 HMT inh	Rtt109 HAT inh	MITF TRPM1 HTS	PvdQ inh
Cc1ccc(C)c(OCC(=O)Nc2ccc(S(=O)(=O)N3CCN(C)CC3)cc2)c1	0.0	-2.0	0.4	16.0	14.1	2.0	-0.2	-11.4	2.4	-7.6
CCN1CCN(C(=O)CN(C)S(=O)(=O)c2cc(C)ccc2OC)CC1	0.2	-28.4	0.3	35.0	2.4	28.4	-1.9	-1.1	12.1	0.0
Cc1ccc(SC(C)C(=O)N2CCCC2)cc1 (stereo unspecified)	-2.9	17.2	1.8	15.8	-10.5	-17.3	0.5	-13.7	-3.9	-1.9

Additional compounds:
SMILES	CAL PDZ FP-1	SR-BI DiI inh	dFosB act	PfHsp90 set2	CAL PDZ FP-2	SR-BI uptake up	NSD2 HMT inh	Rtt109 HAT inh	MITF TRPM1 HTS	PvdQ inh
CCOC(=O)c1sc2ccc(S(=O)(=O)N3CCCCC3)cc2c1N	-3.2	25.7	-9.0	2.2	x	-25.7	-1.7	13.7	-14.1	4.8
Cc1[nH]c2ccccc2c1/C=N/NC(=O)Cc1cccs1	-0.4	19.5	3.4	-19.3	-9.1	-19.5	1.4	6.6	4.0	-10.1
N#Cc1cccc(C(=O)OCc2cccc(S(=O)(=O)N3CCOCC3)c2)c1	-0.4	-4.1	-2.4	x	-2.3	4.1	-0.3	-5.8	-1.6	-9.2
O=[N+]([O-])c1ccc(CS(=O)c2ccccc2)cc1 (stereo unspecified)	-0.8	2.8	-4.8	8.5	-4.8	-2.8	0.2	-2.3	5.9	-6.1
CC(=O)Nc1cccc(C(=O)NC2CCCc3c2cnn3-c2ccc(C(C)(C)C)cc2)c1 (stereo unspecified)	-2.1	20.4	-9.7	-2.7	x	-20.4	-2.4	-1.6	-12.0	-11.4
CSc1ncccc1C(=O)OCC(=O)N1CCN(S(=O)(=O)c2ccc(C)cc2C)CC1	-0.8	27.2	-9.4	x	-2.4	-27.3	-1.4	9.0	-7.1	-6.8
CN1CC2CCCC3(C1)C(=O)NC1(CCCCC1)N=C23 (stereo unspecified)	-0.2	-8.3	-9.0	10.0	-1.5	24.4	x	10.6	-4.8	9.5

Screening data: PubChem BioAssay, Broad Institute
